# Assay outcomes deposited in PubChem BioAssay by NMMLSC.
# Myeloid diff MLP: promotes myeloid progenitor differentiation; calls only at 10 µM; 360,000 tested, 1% active; ER-HoxA9 myeloid progenitors, lysozyme-GFP differentiation, flow cytometry;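 active = normalized GFP-positive differentiation at or above the plate's own cutoff, the solvent-only control mean plus 3 SD; inconclusive = no clear call, values can overlap the other calls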;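 also: cells exposed to compound for four days before flow analysis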
# T cell modulator: T cell immune modulators affecting CD8 T cell-vesicle binding. AID 2052. 2C CD8+ T cell-vesicle binding, flow cytometry; stronger effect = lower value. 330,000 tested, 0.068% active. calls only at 7 µM;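 active = response, share of CD8 T cells binding vesicles, and their 90th percentile fluorescence all below set limits, cut at about 80% in these data, passing the limit was not always enough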
#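 Material: murine 2C transgenic CD8+ T lymphocytes / Also added: QL9-peptide-loaded Drosophila micro-vesicles bearing Ld, ICAM-1 and B7-1 / Schedule: binding step 1.5 h, 37 °C, antibody labelling 20 min, ice / Signal: flow cytometry, PE anti-B7-1 (FL2) versus Alexa647 anti-CD8 (FL8), PFA-fixed / Evaluation: percent CD8+ FL2 mean versus row control / Benchmarks: naked versus QL9-loaded vesicles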
# T cell modulator vesicle-bound %: also measured in T cell modulator; calls as there; double positive events, %; measured here: CD8+ vesicle-bound cell fraction;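 binding gate set so that unloaded-vesicle control wells show 10% double positive cells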
# Myeloid diff MLP GFP+ MAC1+ %: further read-out of Myeloid diff MLP, marked with its call; GFP+ MAC1+ double positive, %; measured here: differentiation confirmed by MAC1 staining
# An asterisk follows results filed as active; i = inactive; ? = inconclusive; · = no result given; + = active, no number; & = joins results of further samples.
SMILES,Myeloid diff MLP,Myeloid diff MLP GFP+ MAC1+ %,T cell modulator,T cell modulator vesicle-bound %
CCN1C[C@]2(CO)CC[C@H](OC)[C@@]34C5C[C@H]6[C@H](OC)C5[C@](O)(C[C@H]6OC)[C@@](O)(C(OC)C23)[C@@H]14 (stereo not given in full),i,4.3,i,25.0
COC(=O)C1=C(c2ccc3ccccc3c2)C[C@@H]2CC[C@H]1N2C(=O)NCCCOC(C)C,i,1.6,i,42.5
O=C(Cc1ccccc1F)N1CCN(CC(=O)N2CCCC2)CC1,i,0.6,i,12.3
O=C(Cc1ccccc1)OCC(=O)c1ccc(F)cc1,i,1.1,i,29.9
COC(=O)C1=C(c2cccc(NC(C)=O)c2)C[C@@H]2CC[C@H]1N2C,i,0.3,i,25.4
O=C1Nc2ccc(Br)cc2C(c2ccc(Cl)cc2)=NC1O (stereo not given),i,0.7,i,31.8
COC(=O)C1=C(c2ccc3ccccc3c2)C[C@@H]2CC[C@H]1N2C(=O)NCC1CC1,i,1.0,i,23.4
COC(=O)C1=C(c2ccc3ccccc3c2)C[C@@H]2CC[C@H]1N2C(=O)NCCNC(C)=O,i,1.2,i,57.2
O=c1[nH]c(=S)[nH]c(O)c1N=Nc1cc(S(=O)(=O)Nc2ccc(Cl)cc2)ccc1Cl,i,0.8,i,3.5
Cc1ccc(C(O)P(=O)(Oc2ccccc2)Oc2ccccc2)cc1 (stereo not given),i,1.5,i,44.4
Cc1ccc(-c2cc(-c3ccc(C)cc3)[n+](-c3ccc(C(=O)O)cc3)c(-c3ccc(C)cc3)c2)cc1,i,1.2,i,8.8
C[C@]12CC[C@H](O)CC1=CCC1C2CC[C@@]2(C)C1C[C@@H](O)[C@@H]2O (stereo not given in full),i,0.8,i,41.2
COC(=O)C1=C(c2cccc(C#N)c2)C[C@@H]2CC[C@H]1N2C(=O)NC1CCCCC1,+,8.0*,i,26.2
C[C@]12CC[C@@H](O)C[C@H]1CC[C@@H]1[C@@H]2CC[C@]2(C)C(=O)CC[C@@H]12,i,2.1,i,29.8
O=P(Oc1ccccc1)(Oc1ccccc1)C(O)c1ccccc1 (stereo not given),i,1.2,i,51.8
OCC(Cl)CCl (stereo not given),i,1.1,i,37.6
COC(=O)C1=C(c2ccc(C(C)=O)cc2)C[C@@H]2CC[C@H]1N2C(=O)N1CCC(O)CC1,i,1.0,i,58.4
O=[N+]([O-])c1ccc(Cl)c(Cl)c1Cl,i,1.4,i,18.1
Oc1c(Br)cc(Br)cc1Br,i,1.7,i,26.1
c1ccc(C[n+]2ccccc2)cc1,i,2.3,i,31.0
COc1ccc(C2(c3cccc(O)c3OC)CCN(C(C)=O)CC2)cc1O,i,1.3,i,44.4
COC(=O)C1=C(c2ccc(C(C)=O)cc2)C[C@@H]2CC[C@H]1N2C(=O)N1CCOCC1,i,0.6,i,41.9
C/C=C(\C)C(=O)N[C@@H](c1ccccc1)[C@@H](O)C(=O)O[C@H]1C[C@@]2(O)[C@@H](OC(=O)c3ccccc3)C3[C@](C)(C(=O)[C@H](OC(C)=O)C(=C1C)C2(C)C)[C@@H](O)C[C@H]1OC[C@@]31OC(C)=O (stereo not given in full),+,18.6*,i,31.0
CN(C(=O)Cc1ccc2c(c1)OCO2)C1CCCN(Cc2ccccc2F)C1 (stereo not given),i,0.5,i,61.5
CC(=O)N1CCN(CCN=Cc2c(O)n(-c3ccc(C)cc3)c(=S)[nH]c2=O)CC1,i,1.0,i,50.1

# Next section:
SMILES,Myeloid diff MLP,Myeloid diff MLP GFP+ MAC1+ %,T cell modulator,T cell modulator vesicle-bound %
O=C(O)COc1ccccc1,i,1.7,i,25.4
COC(=O)C1=C(c2cccc(OCc3ccccc3)c2)C[C@@H]2CC[C@H]1N2C(=O)NCCOc1ccc(OC)cc1,i,2.1,i,14.8
COC(=O)C1=C(c2ccc(F)cc2OCc2ccccc2)C[C@@H]2CC[C@H]1N2C(=O)NCc1ccccc1Br,i,0.7,i,31.2
CCCN1CCc2cc(O)cc3c2[C@H]1Cc1ccc(O)c(O)c1-3,i,1.9,i,68.5
COc1ccc(C=O)cc1,i,2.1,i,32.7
COC(=O)C1=C(c2ccc(S(C)(=O)=O)cc2)C[C@@H]2CC[C@H]1N2C(=O)NCC1CC1,i,1.0,i,28.6
COC(=O)C1=C(c2ccc(OC)c(OC)c2)C[C@@H]2CC[C@H]1N2C(=O)N1CCC(C)CC1,i,0.3,i,35.9
COC(=O)C1=C(c2cccc(C#N)c2)C[C@@H]2CC[C@H]1N2C(=O)NCCc1ccccc1,i,0.2,i,38.5
O=C(Cc1ccccc1)OCc1ccccc1,i,0.9,i,21.6
Nc1ncc2[nH]cnc2n1,i,1.4&3.5,i,52.8&17.3
COc1cccc(Oc2coc3cc(OC(=O)N(C)C)ccc3c2=O)c1,i,0.3,i,46.0
Clc1ccc(C(Cl)(Cl)Cl)c(Cl)c1,i,1.4,i,22.7
COC(=O)C1=C(c2c(C)noc2C)C[C@@H]2CC[C@H]1N2C(=O)NCCO,i,2.0,i,55.4
Cc1cc(N=Nc2ccccc2C)ccc1N,i,0.5,i,46.7
COCCn1c(O)c(/C=N/NC(=O)CSC(=S)N2CCCC2)c(=O)[nH]c1=S,i,1.0,i,39.0
C[C@]12CCC3C(CC[C@H]4C[C@@H](O)CC[C@]34C)C1CC[C@@H]2O (stereo not given in full),i,0.7,i,37.6
OCCOc1ccccc1,i,4.0,i,25.3
COC(=O)C1=C(c2cc3ccccc3o2)C[C@@H]2CC[C@H]1N2C(=O)NCCNC(C)=O,i,1.0,i,49.1
c1cc2c(cc1[C@H]1OCC3C1CO[C@@H]3c1ccc3c(c1)OCO3)OCO2 (stereo not given in full),i,2.9,i,4.9
COC(=O)C1=C(c2c(C)noc2C)C[C@@H]2CC[C@H]1N2C(=O)N1CCc2cc(OC)c(OC)cc2C1,i,2.2,i,37.0
O=C(CCC(=O)N1C[C@H]2C[C@@H](C1)c1cccc(=O)n1C2)NCc1ccc(F)cc1,i,1.7,i,19.2
C[C@]12C[C@H](O)[C@@H](O)CC1=CCC1C2CC[C@@]2(C)C1CC[C@@H]2O (stereo not given in full),i,1.4,i,5.0
COC(=O)C1=C(c2ccc(-c3ccccc3)c(F)c2)C[C@@H]2CC[C@H]1N2C(=O)NCc1ccco1,i,2.3,i,29.3
COC(=O)C1=C(c2ccccc2)C[C@@H]2CC[C@H]1N2C(=O)NCc1ccco1,i,1.6,i,44.7
O=c1c2ccccc2nc(/C=C/c2ccccc2)n1-c1ccc(O)cc1,i,0.7,i,34.3

# 5 structures out of the list, ordered by molecular weight, rising:
SMILES,Myeloid diff MLP,Myeloid diff MLP GFP+ MAC1+ %,T cell modulator,T cell modulator vesicle-bound %
Nc1ncc2[nH]cnc2n1,i,1.4&3.5,i,52.8&17.3
OCCOc1ccccc1,i,4.0,i,25.3
O=C(O)COc1ccccc1,i,1.7,i,25.4
c1cc2c(cc1[C@H]1OCC3C1CO[C@@H]3c1ccc3c(c1)OCO3)OCO2 (stereo not given in full),i,2.9,i,4.9
COC(=O)C1=C(c2cc3ccccc3o2)C[C@@H]2CC[C@H]1N2C(=O)NCCNC(C)=O,i,1.0,i,49.1

# Part of the list above, field by field.
smiles: O=C(Cc1ccccc1)OCc1ccccc1
  Myeloid diff MLP: i; Myeloid diff MLP GFP+ MAC1+ %: 0.9; T cell modulator: i; T cell modulator vesicle-bound %: 21.6

smiles: Nc1ncc2[nH]cnc2n1
  Myeloid diff MLP: i; Myeloid diff MLP GFP+ MAC1+ %: 1.4&3.5; T cell modulator: i; T cell modulator vesicle-bound %: 52.8&17.3

# Going on with the list.
SMILES,Myeloid diff MLP,Myeloid diff MLP GFP+ MAC1+ %,T cell modulator,T cell modulator vesicle-bound %
C=C[C@H]1CN2CC[C@H]1C[C@@H]2[C@@H](O)c1ccnc2ccccc12,i,7.2,i,65.4
C=C[C@@]12CN(C)[C@H]3[C@H]1[C@@]1(C(=O)Nc4ccccc41)C1CC2[C@@H]3CO1,i,1.7,i,64.5
C=CCn1cc(C=C2C(=O)NC(=O)NC2=O)c2ccccc21,+,4.2*,i,31.0
C[C@]12CCC3C(CC[C@H]4C[C@H](O)CC[C@]34C)C1C[C@@H](CCCCl)[C@@H]2O (stereo not given in full),i,0.2,i,47.1
CC1=NCCc2c1[nH]c1cc(O)ccc21,i,2.7,i,41.2
CN1C(=O)C(=Cc2ccc(Sc3ccccc3)o2)C(=O)N(C)C1=S,i,0.7,i,25.3
COC(=O)C1=C(c2c(C)noc2C)C[C@@H]2CC[C@H]1N2C(=O)NCCNC(C)=O,i,0.4,i,18.6
Cc1cc(C)[n+](CCCC[n+]2c(C)cc(C)cc2C)c(C)c1,i,2.8,i,25.8
Cc1cnc[nH]1,i,1.1,i,17.7
CN(c1ccccc1)c1ccc([N+](=O)[O-])c2nonc12,i,1.3,i,32.1
O=C(c1cn(Cc2ccccc2F)c2ncccc12)C(F)(F)F,i,0.4,i,36.0
COC(=O)C1=C(c2cccc(OCc3ccccc3)c2)C[C@@H]2CC[C@H]1N2C(=O)NCCc1ccc(F)cc1,i,1.2,i,17.2
CC(Cc1ccccc1)NC(=O)C(c1ccc(N)cc1)c1ccc(N)cc1 (stereo not given),i,0.4,i,18.1
COC(=O)C1=C(c2ccc(F)cc2OCc2ccccc2)C[C@@H]2CC[C@H]1N2C(=O)NCc1cc(C)oc1C(F)(F)F,i,1.5,i,14.1
CN1CC(C(=O)c2ccc(F)cc2)C(c2ccc(F)cc2)C1 (stereo not given),i,0.8,i,38.8
C=C1[C@@H](OC(C)=O)[C@]23C[C@@H]1[C@@H](OC(C)=O)CC2[C@]12C4C[C@H]3[C@H]1N(CC)C[C@]4(C)CC[C@@H]2O (stereo not given in full),i,2.0,i,29.0
CC(NS(C)(=O)=O)c1nnc2n1-c1ccc(Br)cc1C(c1ccccc1Cl)=NC2 (stereo not given),i,1.8,i,58.6
CCCNS(=O)(=O)c1ccc(OCC(=O)N2CCN(Cc3ccc4c(c3)OCO4)CC2)c(C)c1,i,1.0,i,5.3
COCCO[C@H]1CC[C@@]2(C)C(=CCC3C2CC[C@@]2(C)C3CC[C@]2(C)O)C1 (stereo not given in full),i,0.7,i,41.5
COC(=O)C1=C(c2ccccc2OCc2ccccc2)C[C@@H]2CC[C@H]1N2C(=O)NCCOc1ccccc1,?,·,i,13.3

# Compound profiles, from the list above.
# CCCNS(=O)(=O)c1ccc(OCC(=O)N2CCN(Cc3ccc4c(c3)OCO4)CC2)c(C)c1 across the screens: Myeloid diff MLP = i; Myeloid diff MLP GFP+ MAC1+ % = 1.0; T cell modulator = i; T cell modulator vesicle-bound % = 5.3
# CC1=NCCc2c1[nH]c1cc(O)ccc21 across the screens: Myeloid diff MLP = i; Myeloid diff MLP GFP+ MAC1+ % = 2.7; T cell modulator = i; T cell modulator vesicle-bound % = 41.2

# These rows are one share of the data, so the mix of outcomes need not match the whole.
